A549 viability = kills or reduces viability of A549 cells in Nrf2 counter-screen; A549 ARE-Fluc cells, CellTiter-Fluor viability, 18-24 h; Potency, µM (series often up to 46 µM), without a hit: at the highest dose activity change, negative = cytotoxicity, hits mostly inhibitors; 0.16% of 390,000 active; AID 504648; also: potency is read from the fitted curve at half-maximal effect; % is scaled to controls: 0 for no effect and ±100 for the full control effect
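A549 ARE_Fluc cells in 5% FBS OPTI-MEM were exposed to compounds in concentration-response for 18-24 h at 37 deg C. Viability was read by CellTiter-Fluor fluorescence (Ex 405/Em 525) after 30 min, before the luciferase read.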
pAkt inh = Akt phosphorylation inhibition. AID 651550. 0.32% of 360,000 active. Neuro2A IGF-stimulated pAkt S473 HTRF, 20 min; stronger effect = lower value. activity change, % for hits at 50 µM; in the data active = activity change below about -80%; inconclusive = mostly about -51% to -80%; also: % is scaled to controls: 0 for no effect and ±100 for the full control effect
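Neuro2A cells (4,500/well, DMEM with 0.5% FBS) were treated with compound at a single 50 µM final concentration, stimulated with 6 nM IGF for 20 min at 37 °C, and lysed. Phospho-Akt Ser473 was read by HTRF as 665/615 ratio ×10^4.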
Nrf2 ARE act = Nrf2 pathway activation; Potency, µM (series often up to 46.1 µM), for the others: at the highest dose activation, actives largely listed as activators; AREc32 ARE-luciferase reporter (MCF7-derived line), luminescence, 24 h; 0.31% of 410,000 active; also: potency is read from the fitted curve at half-maximal effect; % of control where 0% means no effect; nearly all actives have a fitted effect of over 65% in size
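AREc32 cells carrying an ARE-driven firefly luciferase reporter were seeded at 1000 cells/well in OPTI-MEM with 5% FBS, then exposed to compound for 24 hr at 37 deg C. Luminescence was read with Steady-Glo after 30 min at RT.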
EPAC2 ag = activates human EPAC2 exchange factor | Q8WZA2 | EPAC2 activation, biochemical qHTS; response scale: 100% = 6.5 mM cAMP response | Potency, µM (series often up to 154 µM), for inactives: top-dose activation, usual class: activators | 0.079% of 360,000 active | AID 720711; also: potency is read from the fitted curve at half-maximal effect; nearly all actives have a fitted effect of over 50% in size
Target sequence (Q8WZA2 whole entry, looked up): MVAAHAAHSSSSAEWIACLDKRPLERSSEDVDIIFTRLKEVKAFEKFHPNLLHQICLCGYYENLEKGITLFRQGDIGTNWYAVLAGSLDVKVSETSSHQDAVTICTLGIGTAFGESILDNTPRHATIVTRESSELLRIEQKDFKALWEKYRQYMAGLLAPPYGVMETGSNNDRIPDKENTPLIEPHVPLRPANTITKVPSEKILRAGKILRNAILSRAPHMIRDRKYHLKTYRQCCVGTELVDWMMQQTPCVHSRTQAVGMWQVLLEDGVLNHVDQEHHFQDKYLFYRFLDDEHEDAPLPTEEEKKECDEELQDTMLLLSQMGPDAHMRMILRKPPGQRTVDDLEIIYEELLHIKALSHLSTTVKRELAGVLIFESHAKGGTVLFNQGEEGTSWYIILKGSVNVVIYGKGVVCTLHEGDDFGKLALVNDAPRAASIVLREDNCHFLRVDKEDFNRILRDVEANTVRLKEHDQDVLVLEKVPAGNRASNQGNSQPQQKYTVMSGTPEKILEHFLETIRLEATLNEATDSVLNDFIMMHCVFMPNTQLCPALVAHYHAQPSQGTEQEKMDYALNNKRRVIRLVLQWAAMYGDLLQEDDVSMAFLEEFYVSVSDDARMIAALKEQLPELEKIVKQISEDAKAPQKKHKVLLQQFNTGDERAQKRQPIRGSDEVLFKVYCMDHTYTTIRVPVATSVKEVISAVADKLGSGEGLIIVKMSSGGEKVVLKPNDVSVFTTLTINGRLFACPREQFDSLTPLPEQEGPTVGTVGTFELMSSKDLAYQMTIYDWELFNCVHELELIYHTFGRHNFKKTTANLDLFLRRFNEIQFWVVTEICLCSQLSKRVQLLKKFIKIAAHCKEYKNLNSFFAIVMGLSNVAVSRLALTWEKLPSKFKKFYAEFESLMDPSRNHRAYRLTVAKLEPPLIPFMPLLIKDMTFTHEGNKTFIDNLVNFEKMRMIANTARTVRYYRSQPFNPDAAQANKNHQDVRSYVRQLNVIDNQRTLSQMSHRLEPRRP
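Nucleotide exchange monitored as fluorescence drop when BODIPY-GDP leaves Rap1B. Reaction: 100 nM EPAC2, 250 nM RAP1B-BODIPY-GDP, 50 uM GDP, room temperature, kinetic read over 30 min. Activity expressed relative to 6.5 mM cAMP.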
TGFb SMAD3 inh = blocks TGF-b signaling. HepG2 CAGA-GFP TGF-b/SMAD3 reporter, GFP fluorescence, 18 h; TGF-beta stimulated, 500 pg/mL final. Potency, µM (doses to about 46.1 µM), for the others: at the highest dose activity, negative = inhibition, actives largely listed as inhibitors. 1.2% of 410,000 active. AID 588855; also: potency is read from the fitted curve at half-maximal effect; % is scaled to controls: 0 for no effect and ±100 for the full control effect; nearly all actives have a fitted effect of over 65% in size
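Inhibition of TGF-beta-driven CAGA-GFP reporter expression in HEPG2 cells is measured by cellular GFP fluorescence after 18 h stimulation with 500 pg/mL recombinant TGF-beta in 1% FBS medium at 37 degrees C.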
Nrf2 block = blocks Nrf2 signaling; Potency, µM (doses to about 46 µM), inactives show at the top dose activity change, negative = inhibition, most hits filed as inhibitors; AID 504444; A549 ARE-Fluc reporter, luciferase luminescence, 18-24 h; 2.1% of 360,000 active; also: potency is read from the fitted curve at half-maximal effect; % is scaled to controls: 0 for no effect and ±100 for the full control effect; nearly all actives have a fitted effect of over 60% in size
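Cells were seeded and rested 2 h, then exposed to compounds for 18-24 h. CellTiter-Fluor was read first as a viability measure. BugLite was added 15 min before the final luminescent read of ARE-luciferase activity in A549 cells.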
EPAC2 antagonist = EPAC2 (human) antagonism | Q8WZA2 | EPAC2 GEF exchange of Rap1B-BODIPY-GDP, fluorescence | Potency, µM (highest dose often 114 µM), for the others: top-dose activity, negative = inhibition, usual class: inhibitors | 0.18% of 360,000 active; also: potency is read from the fitted curve at half-maximal effect; % is scaled to controls: 0 for no effect and ±100 for the full control effect; nearly all actives have a fitted effect of over 45% in size; many of its hits are not listed in these tables
MmCpn inh = M. maripaludis TRiC chaperonin inhibition; 0.031% of 330,000 active; AID 504842; purified Mm-Cpn ATPase, ADP Transcreener TR-FRET; Potency, µM (doses to about 76.9 µM), without a hit: at the highest dose activity, negative = inhibition, usual class: inhibitors; also: potency is read from the fitted curve at half-maximal effect; % is scaled to controls: 0 for no effect and ±100 for the full control effect; nearly all actives have a fitted effect of over 80% in size
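Inhibition of chaperonin ATP hydrolysis is measured as reduced ADP production, detected by competitive TR-FRET in which signal falls with ADP. Final enzyme 25 nM and ATP 10 uM, reacted 30 min at 37°C.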
CCT modulator = modulators of cytosolic chaperonin (CCT/TRiC) activity | 0.3% of 360,000 active | activity change, % (test concentration not listed), hits read low | purified chaperonin ATPase assay, HTRF ADP detection, 30 min; in the data active = activity change below about -30%; also: % is scaled to controls: 0 for no effect and ±100 for the full control effect
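We incubate TRiC, 40 or 20 nM final, with library compounds at 76 uM and 10 uM ATP for 30 min at 37 °C. ADP formed is detected with Transcreener HTRF reagents after 30 min at room temperature.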
The depositor's hits bear a star; [ ] = dose if it differs, or a comment. Unless noted, calls follow the shape of the dose curve; as a rule, active = well fitted curve in the direction sought with a large enough effect; inconclusive = small, poorly fitted or top-dose-only effect, or another doubt; inactive = no such curve, though single readings can be large; an effect the other way counts as inactive or inconclusive. An excerpt; the hit share may differ from the screen's.

`COC(=O)CC1Nc2ccccc2SC1=O` (stereo not drawn) gave A549 viability 7.3%, pAkt inh inactive, Nrf2 ARE act 3.6%, EPAC2 ag 1.3%, TGFb SMAD3 inh -3.0%, Nrf2 block 12.8%, EPAC2 antagonist -1.6%, MmCpn inh -0.6% and CCT modulator 0.5.
`COc1ccccc1C(=O)NCCC(=O)N1CCN(c2cccc(C(F)(F)F)c2)CC1` gave A549 viability 18.6%, pAkt inh inactive, Nrf2 ARE act -0.2%, EPAC2 ag -6.5%, TGFb SMAD3 inh -18.7%, Nrf2 block 9.4%, EPAC2 antagonist -0.8%, MmCpn inh 1.9% and CCT modulator 3.3.
For CC(C)c1nnc(NC(=O)c2cnccn2)s1 the results were pAkt inh inactive, Nrf2 ARE act 0.3%, EPAC2 ag 9.1%, TGFb SMAD3 inh -15.2%, Nrf2 block inconclusive, EPAC2 antagonist -3.6%, MmCpn inh 0.2% and CCT modulator 0.2.
CCOC(=O)c1ccc2c(c1)C1C=CCC1C(C(=O)OCC)N2 (stereo not drawn) was read as A549 viability -9.6%, pAkt inh inactive, Nrf2 ARE act 0.8%, EPAC2 ag -0.1%, TGFb SMAD3 inh 2.5%, Nrf2 block 1.6%, EPAC2 antagonist 0.8%, MmCpn inh -1.3% and CCT modulator 0.9.
Screening C=CCn1nc(C(=O)OCC)cc1-c1sc(NC(=O)c2ccccc2)nc1C returned pAkt inh inactive, Nrf2 ARE act 9.1%, EPAC2 ag 4.8%, TGFb SMAD3 inh 1.9%, EPAC2 antagonist -27.3% and CCT modulator 1.0.
COCCn1c(-c2ccc(OC)c(OC)c2)nc2ccccc21 was read as A549 viability 0.8%, pAkt inh -118.5%*, Nrf2 ARE act 1.6%, EPAC2 ag -0.9%, TGFb SMAD3 inh 14.3%, EPAC2 antagonist -1.9%, MmCpn inh -0.8% and CCT modulator -2.6.
For CC(=O)Nc1ccc(C(=O)CSc2ncn(-c3ccccc3)n2)cc1 the results were A549 viability -9.8%, pAkt inh -119.9%*, Nrf2 ARE act 2.0%, EPAC2 ag 4.5%, TGFb SMAD3 inh 2.82µM*, Nrf2 block inconclusive, EPAC2 antagonist 4.7%, MmCpn inh -1.2% and CCT modulator -0.4.
CCOc1ccc(S(=O)(=O)Nc2nc3ccccc3nc2N2CCN(C)CC2)cc1 was read as A549 viability 4.3%, pAkt inh inactive, Nrf2 ARE act 3.7%, EPAC2 ag -5.9%, TGFb SMAD3 inh 28.5%, EPAC2 antagonist -5.1%, MmCpn inh 1.0% and CCT modulator -0.3.
`COc1cc(NC(=O)Cn2c(=O)n(Cc3ccco3)c(=O)c3sc4ccccc4c32)cc(OC)c1` gave A549 viability 2.2%, Nrf2 ARE act 7.0%, TGFb SMAD3 inh -1.2% and Nrf2 block 9.5%.
`O=C(O)/C(=C\c1ccc(Cl)cc1)c1ccc(F)cc1` gave A549 viability -14.0%, pAkt inh inactive, Nrf2 ARE act 0.1%, EPAC2 ag 3.8%, TGFb SMAD3 inh 11.0%, Nrf2 block 0.3%, EPAC2 antagonist 2.0%, MmCpn inh 0.2% and CCT modulator -1.1.
Cc1cc(C(=O)N/N=C/c2ccccn2)c2ccccc2n1 was read as A549 viability 2.2%, pAkt inh inactive, Nrf2 ARE act 0.1%, EPAC2 ag 0.9%, TGFb SMAD3 inh 7.3%, Nrf2 block 26.4%, EPAC2 antagonist 13.0%, MmCpn inh 2.3% and CCT modulator -0.7.
`Cc1ccc(S(=O)(=O)c2c(N)n(NC(=O)c3ccco3)c3nc4ccccc4nc23)cc1` gave A549 viability -6.5%, pAkt inh inactive, Nrf2 ARE act -0.2%, EPAC2 ag 2.4%, TGFb SMAD3 inh inconclusive, Nrf2 block -28.5%, EPAC2 antagonist -0.6%, MmCpn inh -4.9% and CCT modulator 0.3.
`COc1ccccc1N1CCN(/N=C/c2cc([N+](=O)[O-])ccc2Cl)CC1` gave A549 viability -1.5%, pAkt inh inactive, Nrf2 ARE act 3.3%, EPAC2 ag -2.5%, TGFb SMAD3 inh 5.2%, Nrf2 block 21.3%, EPAC2 antagonist 9.9%, MmCpn inh 0.6% and CCT modulator -1.3.
COc1ccccc1Oc1ccc(NC(=O)c2ccc(Cl)cc2)cc1 was read as A549 viability -18.5%, pAkt inh inactive, Nrf2 ARE act 2.6%, EPAC2 ag 6.8%, TGFb SMAD3 inh -33.4%, Nrf2 block inconclusive, EPAC2 antagonist -0.9%, MmCpn inh 0.1% and CCT modulator 1.3.
Screening CC(=O)N1CCc2c(sc3c2c(=O)n(-c2ccccc2)c(=O)n3CC(=O)c2ccc(Cl)cc2)C1 returned A549 viability 0.6%, Nrf2 ARE act 0.3%, TGFb SMAD3 inh 6.2% and Nrf2 block 12.1%.
Screening O=C(NNS(=O)(=O)c1ccc(Cl)cc1)c1cc(-c2ccccc2)n[nH]1 returned A549 viability 1.6%, pAkt inh inactive, Nrf2 ARE act 2.1%, EPAC2 ag 15.2%, TGFb SMAD3 inh -19.1%, Nrf2 block 1.5%, EPAC2 antagonist -9.0%, MmCpn inh 1.3% and CCT modulator -1.0.
COc1ccc(NC(=O)CN2C(=O)C(=O)c3ccccc32)c(OC)c1 was read as A549 viability -2.5%, Nrf2 ARE act 11.5%, TGFb SMAD3 inh inconclusive and Nrf2 block 4.1%.
For Cc1cccc(NC(=O)C2CCCN(S(=O)(=O)c3ccc(-n4cnnn4)cc3)C2)c1 (stereo not drawn) the results were A549 viability -8.5%, pAkt inh inactive, Nrf2 ARE act 0.3%, EPAC2 ag 3.8%, TGFb SMAD3 inh 2.5%, Nrf2 block inconclusive, EPAC2 antagonist 1.9%, MmCpn inh -0.2% and CCT modulator -2.1.
Screening Cc1cccc(C)c1OCC(N)C(C)C (stereo not drawn) returned A549 viability -4.3%, pAkt inh inactive, Nrf2 ARE act -1.1%, EPAC2 ag 1.9%, TGFb SMAD3 inh 24.0%, Nrf2 block 4.5%, EPAC2 antagonist 12.9%, MmCpn inh -0.4% and CCT modulator -3.6.
COc1cccc(N2CCN(C3OC(=O)c4ccccc43)CC2)c1 (stereo not drawn) was read as A549 viability -0.4%, pAkt inh inactive, Nrf2 ARE act 0.8%, EPAC2 ag -3.2%, TGFb SMAD3 inh -1.7%, Nrf2 block 7.6%, EPAC2 antagonist -4.7%[57.1 µM], MmCpn inh -3.5% and CCT modulator -0.7.
Screening C#CCOC(=O)Nc1cc(C)n(-c2ccccc2)n1 returned A549 viability 6.2%, pAkt inh inactive, Nrf2 ARE act 3.2%, EPAC2 ag 8.7%, TGFb SMAD3 inh inconclusive, Nrf2 block 20.7%, EPAC2 antagonist 1.3%, MmCpn inh 0.9% and CCT modulator 1.4.
For CCOC(=O)c1ccc2[nH]c3c(c2c1)CCCC3C(=O)OCC (stereo not drawn) the results were A549 viability -0.6%, pAkt inh inactive, Nrf2 ARE act 2.5%, EPAC2 ag 22.3%, TGFb SMAD3 inh 12.3%, Nrf2 block -0.1%, EPAC2 antagonist -20.6%, MmCpn inh -1.9% and CCT modulator 1.9.
Cc1ccc(NC(=O)CCC2CC(C)(C)OC2=O)cc1 (stereo not drawn) was read as A549 viability 0.9%, pAkt inh inactive, Nrf2 ARE act 2.1%, EPAC2 ag -1.0%, TGFb SMAD3 inh -1.4%, Nrf2 block 12.9%, EPAC2 antagonist 13.0%, MmCpn inh -3.5% and CCT modulator 0.1.
CC(C)(C)c1nn(-c2ccccc2)c2[nH]c(=O)c(CNCc3ccc4c(c3)OCO4)cc12 was read as A549 viability 8.4%, pAkt inh inactive, Nrf2 ARE act 13.5%, EPAC2 ag 12.7%, TGFb SMAD3 inh inconclusive, Nrf2 block inconclusive, EPAC2 antagonist -16.3%, MmCpn inh -0.9% and CCT modulator -3.2.
Screening COc1ccc(CCNC(=O)CC2SC(=NCCc3ccccc3)NC2=O)cc1OC (stereo not drawn) returned A549 viability -6.6%, pAkt inh inactive, Nrf2 ARE act 0.4%, EPAC2 ag -0.5%, TGFb SMAD3 inh -2.5%, Nrf2 block -14.6%, EPAC2 antagonist -10.0%, MmCpn inh 0.4% and CCT modulator -2.4.
N#CCN1CCC(c2cc(-c3ccco3)n[nH]2)CC1 was read as A549 viability -1.1%, pAkt inh inactive, Nrf2 ARE act 0.5%, EPAC2 ag 7.9%, TGFb SMAD3 inh -19.5%, Nrf2 block -4.5%, EPAC2 antagonist -3.1%, MmCpn inh 0.8% and CCT modulator 1.5.
CCOC(=O)N1CCN(C(=O)C2CCCN(Cc3nc(-c4ccc(Cl)cc4)oc3C)C2)CC1 (stereo not drawn) was read as A549 viability -7.9%, pAkt inh inactive, Nrf2 ARE act 5.4%, EPAC2 ag -2.4%, TGFb SMAD3 inh inconclusive, Nrf2 block inconclusive, EPAC2 antagonist 4.0%, MmCpn inh -1.0% and CCT modulator 0.9.

Sorted by molar mass (ascending): part of the list above.
N#CCN1CCC(c2cc(-c3ccco3)n[nH]2)CC1 was read as A549 viability -1.1%, pAkt inh inactive, Nrf2 ARE act 0.5%, EPAC2 ag 7.9%, TGFb SMAD3 inh -19.5%, Nrf2 block -4.5%, EPAC2 antagonist -3.1%, MmCpn inh 0.8% and CCT modulator 1.5.
Cc1ccc(NC(=O)CCC2CC(C)(C)OC2=O)cc1 (stereo not drawn) was read as A549 viability 0.9%, pAkt inh inactive, Nrf2 ARE act 2.1%, EPAC2 ag -1.0%, TGFb SMAD3 inh -1.4%, Nrf2 block 12.9%, EPAC2 antagonist 13.0%, MmCpn inh -3.5% and CCT modulator 0.1.
CC(C)(C)c1nn(-c2ccccc2)c2[nH]c(=O)c(CNCc3ccc4c(c3)OCO4)cc12 was read as A549 viability 8.4%, pAkt inh inactive, Nrf2 ARE act 13.5%, EPAC2 ag 12.7%, TGFb SMAD3 inh inconclusive, Nrf2 block inconclusive, EPAC2 antagonist -16.3%, MmCpn inh -0.9% and CCT modulator -3.2.
